MrgX1 agonist: human MrgX1 receptor agonism, primary screen; MrgX1-HEK293 cells, Fluo-4 calcium fluorescence, agonist mode; active compounds read high; B-score at 10 µM; hit rate 0.44% among 310,000; Q96LB2;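 active = calcium response B-score plate-corrected fluorescence ratio at least 3 library SD, with starting fluorescence B-score inside 5 SD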
Target sequence (Q96LB2 whole entry, looked up): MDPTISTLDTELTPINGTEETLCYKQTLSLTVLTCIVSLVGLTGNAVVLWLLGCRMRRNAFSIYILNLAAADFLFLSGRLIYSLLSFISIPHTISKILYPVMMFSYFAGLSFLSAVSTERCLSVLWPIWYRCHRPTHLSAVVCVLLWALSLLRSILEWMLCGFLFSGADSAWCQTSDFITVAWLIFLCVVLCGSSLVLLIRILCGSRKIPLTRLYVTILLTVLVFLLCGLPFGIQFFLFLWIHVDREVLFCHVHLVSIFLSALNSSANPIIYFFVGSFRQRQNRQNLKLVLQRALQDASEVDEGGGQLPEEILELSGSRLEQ
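Assay system: MrgX1-expressing HEK293 cells / Amount: fifteen thousand cells per well / Doses: test compound in the initial addition of three / Timing: cells plated overnight, dye loaded 0.5 h 37 °C, 0.5 h room temperature / Technique: kinetic calcium dye fluorescence, Fluo-4 NW / Control set: positive and negative controls per plate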
TRPC6 inhibitor: mouse TRPC6 channel inhibition; B-score at 10 µM; hit rate 1.1% among 310,000; HEK293-TRPC6, membrane potential dye, ACh-evoked depolarization; active compounds read low;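 active = B-score under library mean minus 3 SD, initial fluorescence not abnormally high, positive integrated signal ratio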;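 also: B-score derived from integrated fluorescence ratio over the kinetic read; more negative B-score means stronger inhibition of depolarization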
HIF activator: HIF pathway transcriptional activation | AID 1910 | U2OS HRE-luciferase reporter, luminescence; normalized: DMSO 0%, desferrioxamine 100% | hit rate 0.32% among 300,000 | activation, % at 7.5 µM (by protocol);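 active = mean activation of at least 10% of the iron chelator positive control signal, with at least half of replicates also reaching 10%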
MrgX1 antagonist: antagonists of human MrgX1 receptor. Q96LB2. hit rate 1.3% among 310,000. AID 588676. MRGX1-HEK293 calcium flux, Fluo-4, BAM8-22 antagonism; active compounds read low. B-score at 10 µM;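 active = calcium-response B-score plate-corrected more than 3 library SD below zero, starting fluorescence within 5 deviations, no agonist response on first addition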;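 also: peak minus trough fluorescence over baseline after final BAM8-22 challenge near maximal dose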
TRPC4 PAM: TRPC4 (mouse) allosteric potentiation; B-score at 10 µM; hit rate 0.42% among 310,000; HEK293 TRPC4beta/mu-opioid, DAMGO EC20, Fluo-4 Ca2+ flux; active compounds read high;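 active = B-score of calcium response area above 5 SD of library B-scores, with initial fluorescence ratio within 5 SD of library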;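 also: B-score of integrated fluorescence ratio over time as area under calcium response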
TRPC4 inh: blocks the mouse TRPC4 cation channel. HEK293 TRPC4beta/mu-opioid, DAMGO-evoked Fluo4 calcium flux; active compounds read low. B-score at 10 µM. hit rate 0.39% among 300,000. AID 2247;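 active = B-score over 3 SD under the library average, no early fluorescence shift, positive overall ratio signal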
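Test system – stable TRPC4beta/mu-opioid receptor HEK293 cells · Probe or stimulus – DAMGO, a submaximal dose followed by a maximal one · Dosing – one concentration per compound · Signal – Fluo4 calcium fluorescence by kinetic imaging, 5 s 1 Hz baseline · Evaluation – per-well B score of integrated baseline-normalized Fluo4 ratio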
PolyA inhibitor: blocks polyadenylation in yeast reporter cells; calls only at 12 µM; hit rate 0.02% among 300,000; S. cerevisiae SKY197-pL101 polyadenylation reporter, beta-gal luminescence; efflux-impaired pdr1/pdr3 knockout yeast; score 100 = 6 SD above DMSO; AID 1875;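 active = lowest replicate activity score at least 50, where 100 means six control SD above control mean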;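 also: yeast exposed to compound for 9 h at 30 °C; higher score means more reporter readthrough which indicates perturbed polyadenylation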
TRPC6 activator: activates the mouse TRPC6 cation channel | AID 2550 | B-score at 10 µM | HEK293-TRPC6 membrane potential dye fluorescence; active compounds read high | hit rate 0.13% among 310,000 | Q61143;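 active = B-score of the integrated fluorescence ratio above library mean plus 3 SD, and starting fluorescence ratio within library mean plus 5 SD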;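 also: higher score means more depolarization so channel activation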
AI-2 QS mod: modulates the Vibrio harveyi AI-2 quorum sensing system | AID 2094 | activity change, % at 7.5 µM | Vibrio harveyi JMH597 AI-2 luminescence/OD600 ratio, 9 h; active compounds read low; strain lacks LuxN and CqsS sensors; 0 = neutral-control median | hit rate 0.4% among 300,000; in the data active = activity change below about -75%, passing the limit was not always enough;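 also: luminescence divided by OD600 gain over 9 h not by final OD600 alone; inactives centre near 13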
MrgX1 allo act: allosterically activates human MrgX1 receptor signaling. Q96LB2. MrgX1-HEK293, Fluo-4 calcium flux, FDSS; active compounds read high. B-score at 10 µM. hit rate 0.63% among 310,000. AID 588675;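 active = plate-corrected calcium response at least 3 library SD above typical, normal starting fluorescence, not activating the receptor alone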;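 also: compound read alongside a low EC10 to EC30 dose of BAM8-22 agonist; peak minus trough fluorescence over baseline measured at the second addition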
TRPC4 act: activators of mouse TRPC4 channel | B-score at 10 µM | hit rate 0.49% among 310,000 | AID 2237 | HEK293 TRPC4beta/mu-opioid, Fluo4 calcium fluorescence; active compounds read high;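 active = B-score above 5 SD of library B-scores, and initial fluorescence ratio not above library mean plus 5 SD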;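 also: positive B-score marks a calcium rise read as TRPC4 activation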
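Assay system: HEK293 cells stably co-expressing mouse TRPC4beta and mu-opioid receptor / Timing: Fluo4 dye loading 45 min at room temperature, 110 s recording / Signal: Fluo4 calcium-sensitive dye fluorescence, kinetic, 1 Hz baseline / Read-out: integrated baseline-normalised fluorescence ratio, converted to per-well B score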
The depositor's hits bear a star; i = inactive; . = no result given.

SMILES	MrgX1 agonist	TRPC6 inhibitor	HIF activator	MrgX1 antagonist	TRPC4 PAM	TRPC4 inh	PolyA inhibitor	TRPC6 activator	AI-2 QS mod	MrgX1 allo act	TRPC4 act
CC(=O)Nc1ccc2c(c1)nc(CCN1CCN(c3ccccn3)CC1)n2C	i	i	1.0	i	i	i	i	i	29	i	i
COCCN(C(=O)CSc1nnc(C)n1-c1ccc(C)cc1)c1c(N)n(Cc2ccccc2)c(=O)[nH]c1=O	i	i	-0.2	i	i	i	i	i	18	i	i
O=c1nccc(N/N=C/c2cccc(O)c2)[nH]1	i	i	1.7	i	i	i	i	i	30	i	i
CC(=O)Nc1ccc(OC(=O)c2cc3ccccc3oc2=O)cc1	i	i	0.2	i	i	i	i	i	9	i	i
COc1cc(NC(=O)c2cc(Cl)nnc2Cl)cc(OC)c1OC	i	i	0.1	i	i	i	i	i	13	i	i
Cc1ccc(Nc2nc(N)nc(CN3CCN(Cc4ccc5c(c4)OCO5)CC3)n2)cc1C	.	i	-1.0	.	i	i	i	i	-3	.	i
C/C(=N\NC(=O)c1nnn(-c2nonc2N)c1-c1ccc2c(c1)OCO2)c1ccccc1	i	i	0.5	i	i	i	i	i	7	i	i
C=CCSc1nnc(NC(=O)CSc2nc3ccccc3o2)s1	i	i	0.0	i	i	i	i	i	6	i	i
CCN=C(NCC)SC1CC(=O)N(c2ccccc2)C1=O (stereo not given)	i	i	-0.3	-8.2*	i	i	i	i	-4	i	i
Cc1cc(C)nc(/N=C(/NC(=O)Nc2ccc(Cl)c(Cl)c2)Nc2ccccc2)n1	i	i	-0.8	i	i	i	i	i	19	i	i
COc1ccccc1-c1n[nH]c(=S)n1N	i	i	-0.2	i	i	i	i	i	2	i	i
CNS(=O)(=O)c1cccc(C(=O)OCC(=O)Nc2ccccc2OC(F)F)c1	i	i	-1.7	i	i	i	i	i	22	i	i
CCN(CC(=O)Nc1cccc(OC)c1)C(=O)c1ccco1	i	i	-6.3	i	i	i	i	i	13	i	i
Cn1c(=O)c(=O)n(C)c2cc(S(=O)(=O)N3CCN(c4ccc(F)cc4)CC3)ccc21	i	i	-0.3	i	i	i	i	i	14	i	i
O=C1CC(c2ccco2)=Nc2ccccc2N1	i	i	0.3	i	i	i	i	i	12	i	i
COc1ccc(CN2CCN(C(=O)c3ccco3)CC2)cc1OCc1ccccc1	i	i	0.6	i	i	i	i	i	38	i	i
CC(Sc1ccc2c(c1)OCCO2)C(=O)Nc1ccc(N2CCOCC2)cc1 (stereo not given)	i	i	1.8	i	i	i	i	i	10	i	i
C=CCSc1nc(=O)n2ccccc2n1	i	i	-0.1	i	i	i	i	i	16	i	i
COc1cccc(CN2CC(C(=O)N3CCCCCC3)CCC2=O)c1 (stereo not given)	i	i	0.6	i	i	i	i	i	13	i	i
CC1(C(=O)OCC(=O)NC(=O)c2ccccc2)CC1(Cl)Cl (stereo not given)	i	i	0.1	i	i	i	i	i	1	i	i
CCOc1ccc(C(=O)N(C)C2CCS(=O)(=O)C2)cc1 (stereo not given)	i	i	-2.1	i	i	i	i	i	18	i	i
CCOC(=O)C1=C(C)NC(=S)N(C(C)=O)C1c1ccccc1 (stereo not given)	i	i	-0.1	i	i	i	i	i	-3	i	i
CC1(C)CC2CC(C)(CN2CC(O)COc2ccccc2)C1 (stereo not given)	i	i	-0.8	i	i	-9*	i	i	5	i	i
COC(=O)c1ccc(NC(=O)CSc2nnc(CNc3ccc(OC)cc3)n2C)cc1	i	i	0.9	i	i	i	i	i	27	i	i
COCc1cc(C)nc(SCc2nc3ccccc3c(=O)[nH]2)c1C#N	i	i	0.1	i	i	i	.	i	21	i	i
COc1ccccc1N1CCN(C(=O)COc2cc(C)cc(C)c2)CC1	i	i	-0.6	i	i	i	i	i	28	i	i
O=C(CSc1nnc(-c2ccco2)n1-c1ccccc1)N1CCOCC1	i	i	0.2	i	i	i	i	i	30	i	i
CC1C(=O)N2CCCc3cc(NS(=O)(=O)c4ccc([N+](=O)[O-])cc4)cc1c32 (stereo not given)	i	i	-33	i	i	i	i	i	18	i	i
COc1cc(OC)cc(-c2cc(N)n(S(=O)(=O)Cc3ccccc3)n2)c1	i	i	-0.6	i	i	i	i	i	-1	i	i
CCN(CC)C(=O)CSc1nc2cc3c(cc2c(=O)n1CCCCCC(=O)NCc1ccc(OC)cc1)OCO3	i	i	0.6	i	i	i	i	i	35	i	i
CC(=O)c1ccc(NC(=S)NCCc2ccc(S(N)(=O)=O)cc2)cc1	i	i	2.3	i	i	i	i	i	12	i	i
O=C(O)c1sccc1SCc1ccc(Cl)c(Cl)c1	i	i	0.1	i	i	i	i	i	-46	i	i
Cc1ccc2c(C)nc(N/C(N)=N/S(=O)(=O)c3ccccc3)nc2c1	i	i	-0.1	i	i	i	i	i	6	i	i
O=C(COc1ccc(S(=O)(=O)Nc2ccccc2)cc1)NCc1ccccn1	i	i	0.4	i	i	i	i	i	33	i	i
NC(=O)C1CCN(C(=O)c2ccc([N+](=O)[O-])cc2NC(=O)c2cccs2)CC1	i	i	0.2	i	i	i	i	i	5	i	i
O=C(NC1CCCCC1)C1CCN(c2ncccn2)CC1	i	i	-0.2	i	i	i	i	i	12	i	i
COc1ccccc1/C=C/C=N/n1c(-c2ccc(F)cc2)n[nH]c1=S	i	i	0.6	i	i	i	i	i	9	i	i
CCOC(=O)N1CCN(C(=O)CN(c2cc(Cl)ccc2OC)S(=O)(=O)c2ccccc2)CC1	i	-7.9*	0.4	i	i	i	i	i	8	i	i
NS(=O)(=O)c1ccc(Nc2nc(-c3ccc(O)cc3O)cs2)cc1	i	i	-0.2	i	i	-6*	i	i	44	i	i
COCc1nnc(NC(=O)c2cccc(NC(=O)c3ccccc3)c2)s1	i	i	-0.8	i	i	i	i	i	26	i	i
CN1CCN(c2ccc(S(=O)(=O)N3CCOCC3)cc2)CC1	i	i	0.0	i	i	i	i	i	-3	i	i
O=C(COc1coc(CN2CCc3ccccc3C2)cc1=O)Nc1ccc(Cl)cc1	i	i	-0.1	i	i	i	i	i	-9	i	i
O=C(CCC(=O)c1cccs1)NCc1ccc(F)cc1	i	i	0.9	i	i	i	i	i	12	i	i
CCOC(=O)C1CCCN(S(=O)(=O)c2ccc(S(=O)(=O)N3CCCC3)cc2)C1 (stereo not given)	i	i	-6.8	-5.3*	i	i	i	i	5	i	i
CCC(C(=O)Nc1ccccc1)c1ccccc1 (stereo not given)	i	i	-0.2	i	i	i	i	i	-20	i	i
Cc1cc(NC(=O)CSc2nnc(-c3ccco3)o2)no1	i	i	-0.2	i	i	i	i	i	21	i	i
O=C(COC(=O)C1=COCCO1)NC(=O)c1ccc(OC(F)F)cc1	i	i	-0.1	i	i	i	i	i	18	i	i
CCOc1ccc(NC(=O)C(CC(=O)O)Cc2ccccc2)cc1 (stereo not given)	i	i	0.2	i	i	i	i	i	-1	i	i
Cc1ccc(C)c(N(CC(=O)NC2CCCCC2)C(=O)CNC(=O)c2ccco2)c1	i	i	-0.2	i	i	i	i	i	21	i	i
CCCCN(CC)C(=O)c1ccccc1Oc1ccccc1	i	i	-0.2	i	i	i	i	i	12	i	i
(more compounds)
SMILES	MrgX1 agonist	TRPC6 inhibitor	HIF activator	MrgX1 antagonist	TRPC4 PAM	TRPC4 inh	PolyA inhibitor	TRPC6 activator	AI-2 QS mod	MrgX1 allo act	TRPC4 act
CCCCCc1c(O)c2ccccc2[nH]c1=O	i	i	-0.6	i	i	i	i	i	48	i	i
CC1Cc2ccccc2N1S(=O)(=O)c1c(N)n(C)c(=O)n(C)c1=O (stereo not given)	i	i	-0.1	i	i	i	i	i	13	i	i
CCNc1nc(NC(C)C)nc(Nn2cnnc2)n1	i	i	-0.1	i	i	.	i	i	18	i	i
Cc1ccc(CN2CCSc3ccc(C(=O)N4CCOCC4)cc32)cc1	i	i	0.7	i	i	i	i	i	0	i	i
CCNC(=O)/C(=C/c1ccc2c(c1)OCO2)NC(=O)c1ccc(Br)cc1	i	i	-0.9	i	i	i	i	i	6	i	i
O=C(Nc1cccc(S(=O)(=O)N2CCOCC2)c1)c1ccc(Cl)c([N+](=O)[O-])c1	i	i	0.0	i	i	i	i	i	6	i	i
Cc1ccc(S(=O)(=O)N(CC(=O)NCc2ccncc2)C2CCCCC2)cc1	i	i	-0.1	i	i	i	i	i	-2	i	i
NC(=S)N/N=C/c1ccc(-c2cc(Cl)c(Cl)cc2Cl)o1	i	i	0.3	i	i	i	i	i	46	i	i
CC(C)Cc1nnc(NC(=O)CSc2nc(O)c(Cc3ccccc3)c(=O)[nH]2)s1	i	i	0.2	i	i	i	.	i	30	i	i
CC(C(N)=O)N1c2cccc3cccc(c23)S1(=O)=O (stereo not given)	i	i	-0.2	i	i	i	i	i	8	i	i
CCCCn1c(=N)n(CC(=O)O)c2ccccc21	i	i	0.1	i	i	i	i	i	0	i	i
O=S(=O)([N-]c1nc2ccccc2nc1-[n+]1ccccc1)c1ccc(Cl)cc1	i	i	0.2	i	i	i	i	i	9	i	i
COc1ccccc1CNC(=O)c1ccc(OCC2CCCO2)cc1 (stereo not given)	i	i	-0.3	i	i	i	i	i	19	i	i
COn1c(SCc2ccc(C)cc2C)nc2ccccc2c1=O	i	i	1.5	i	i	i	i	i	5	i	i
CC(=O)Nc1ccc(OCC(O)Cn2nc(C)c(C(C)=O)c2C)cc1 (stereo not given)	i	i	.	i	i	i	i	i	12	i	i
O=c1cc(-c2ccccc2)nc2cc(-c3ccc(F)cc3)[nH]n12	i	i	0.6	i	i	i	i	i	-5	i	i

Compound profiles, from the list above. Order of screens: MrgX1 agonist	TRPC6 inhibitor	HIF activator	MrgX1 antagonist	TRPC4 PAM	TRPC4 inh	PolyA inhibitor	TRPC6 activator	AI-2 QS mod	MrgX1 allo act	TRPC4 act
COc1ccccc1CNC(=O)c1ccc(OCC2CCCO2)cc1 (stereo not given) across the screens: i	i	-0.3	i	i	i	i	i	19	i	i
O=c1cc(-c2ccccc2)nc2cc(-c3ccc(F)cc3)[nH]n12 across the screens: i	i	0.6	i	i	i	i	i	-5	i	i
CC(=O)Nc1ccc(OCC(O)Cn2nc(C)c(C(C)=O)c2C)cc1 (stereo not given) across the screens: i	i	.	i	i	i	i	i	12	i	i

Bioassay records from PubChem.

Some of the compounds tested, so the mix of outcomes need not match the whole.
